Compound activity from PubChem.
GalR3 antagonist = human GalR3 antagonism; inhibition, % at 3 µM; HEK293 GalR3-CNG cAMP membrane potential fluorescence; galR3 body fused to GalR1 C-terminus; hit rate 0.44% among 360,000; O60755; AID 651719;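 active = inhibition above the screen-wide average plus 3 SD, cut at about 13% in these data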;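 also: forskolin and galanin both at EC90 stimulate the cells; cAMP rise reported by CNG channel membrane potential dye signal; 0% = forskolin plus galanin with DMSO and 100% = forskolin alone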
MEKK3 PB1 HTS = raises or lowers MEK5 binding to the human MEKK3 PB1 domain | bead-based flow cytometry, Alexa488-MEK5 binding to MEKK3; actives lie on both sides; 0 = blocked by unlabeled MEK5, 100 = vehicle | binding response (% of control), % at 10 µM | hit rate 1.4% among 290,000;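 active = binding response more than 3 SD above or below the average of its plate-row segment, actives on both sides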;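 also: Alexa488 bead fluorescence after subtracting the streptavidin-only scavenger bead signal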
NALP1 yeast inh = NALP1 inhibition | S. cerevisiae NALP1/ASC/caspase-1 growth, X-gal OD620, 72 h | inhibition, % at 10 µM | hit rate 0.61% among 280,000 | AID 2071; in the data active = inhibition mostly above about 24%, no sharp cut-off; inactive = mostly below about 32%; also: some compounds called inactive have numbers as strong as hits
MEKK2 mut-MEK5 = signal of MEK5 binding to mutant human MEKK2 PB1 domain. AID 1530. percent response, % at 10 µM. bead flow cytometry, Alexa488-MEK5 binding to MEKK2 mutant. hit rate 0.35% among 290,000; in the data active = percent response above about 24%, passing the limit was not always enough; also: inactives centre near 1; some results filed as inactive read as strong as hits; reference of the scale not given here
GPR7 antagonist = blocks human GPR7 receptor signaling; P48145; GPR7-expressing cells, fluorescence antagonist assay; inhibition, % at 4.4 µM; hit rate 1.1% among 290,000; AID 1861; in the data active = inhibition above about 16%, passing the limit was not always enough;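 also: cells stimulated with the agonist NPW; 0% = agonist with vehicle and 100% = vehicle without agonist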
Target sequence (P48145 whole entry, looked up): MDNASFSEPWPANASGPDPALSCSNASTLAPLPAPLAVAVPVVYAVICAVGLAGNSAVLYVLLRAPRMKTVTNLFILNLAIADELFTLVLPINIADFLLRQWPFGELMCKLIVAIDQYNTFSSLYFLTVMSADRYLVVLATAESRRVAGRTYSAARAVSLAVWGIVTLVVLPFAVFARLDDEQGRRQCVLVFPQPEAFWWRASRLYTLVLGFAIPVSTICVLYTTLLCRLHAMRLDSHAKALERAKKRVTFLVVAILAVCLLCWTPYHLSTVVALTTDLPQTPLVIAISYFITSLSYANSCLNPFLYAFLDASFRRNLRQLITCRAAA
V1R ag counter = V1a receptor agonism, counter-screen for OXTR agonists; CHO-V1R cells, Fluo-8 calcium fluorescence, agonist mode; 0% DMSO, 100% 3 nM vasopressin; hit rate 0.25% among 320,000; activation, % at 3 µM; P37288;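 active = activation above the mean activation of all tested compounds plus 3 SD, per screening run, cut at about 20% in these data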;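 also: signal is peak over basal fluorescence ratio across a 100 second FLIPR read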
Target sequence (P37288 whole entry, looked up): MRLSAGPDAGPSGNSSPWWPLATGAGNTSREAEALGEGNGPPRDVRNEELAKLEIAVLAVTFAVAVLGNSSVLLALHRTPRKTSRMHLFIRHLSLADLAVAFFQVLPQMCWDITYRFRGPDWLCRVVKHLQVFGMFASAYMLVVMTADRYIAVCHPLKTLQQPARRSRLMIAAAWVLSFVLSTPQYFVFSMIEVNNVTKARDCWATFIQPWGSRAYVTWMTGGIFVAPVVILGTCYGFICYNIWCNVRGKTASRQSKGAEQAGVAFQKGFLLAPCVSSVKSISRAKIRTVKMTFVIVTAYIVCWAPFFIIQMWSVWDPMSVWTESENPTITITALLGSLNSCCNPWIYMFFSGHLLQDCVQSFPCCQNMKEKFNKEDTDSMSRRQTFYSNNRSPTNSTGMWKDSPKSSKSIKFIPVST
MEKK2 WT-MEK5 = raises or lowers MEK5 binding to wildtype human MEKK2 PB1 domain; Q9Y2U5; bead flow cytometry, Alexa488-MEK5 binding to MEKK2 WT; actives lie on both sides; binding response (% of control), % at 10 µM; hit rate 1.1% among 290,000; in the data active = binding response below about 67% or above about 130%
PHOSPHO1 block = PHOSPHO1 (human) inhibition. recombinant PHOSPHO1, absorbance phosphatase assay. inhibition, % at 13.3 µM. hit rate 1.1% among 290,000. AID 1565; in the data active = inhibition above about 60%
Target sequence (Q8TCT1 whole entry, looked up): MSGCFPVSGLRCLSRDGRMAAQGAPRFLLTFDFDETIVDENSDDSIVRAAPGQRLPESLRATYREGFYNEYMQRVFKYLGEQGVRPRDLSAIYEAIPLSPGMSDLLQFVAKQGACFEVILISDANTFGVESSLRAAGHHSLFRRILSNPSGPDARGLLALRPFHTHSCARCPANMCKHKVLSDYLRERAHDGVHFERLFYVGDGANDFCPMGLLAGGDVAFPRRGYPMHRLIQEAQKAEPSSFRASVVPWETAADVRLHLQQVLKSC
OXTR agonist = activates the human oxytocin receptor. CHO-OTR cells, Fluo-8 calcium fluorescence; normalized: DMSO 0%, oxytocin 100%. activation, % at 3 µM. hit rate 0.32% among 320,000. AID 2435;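 active = activation above the mean of all tested compounds plus 3 SD, cutoff set per screening run, cut at about 20% in these data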;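 also: peak over basal fluorescence ratio from a 100 s FLIPR kinetic read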
* = called active by the depositor; · = no result given; [ ] = remark or other dose.

The opening 7 entries as a preview:
SMILES	GalR3 antagonist	MEKK3 PB1 HTS	NALP1 yeast inh	MEKK2 mut-MEK5	GPR7 antagonist	V1R ag counter	MEKK2 WT-MEK5	PHOSPHO1 block	OXTR agonist
O=C(Nc1ccc(Cl)cc1)OCc1cn(-c2ccccc2)nn1	-1.3	111.0	3.2	0.0	8.3	1.2	112.0	4.0	0.9
Fc1ccc(COc2ccc(-c3nnco3)cc2)cc1	-4.4	100.0	6.6	7.0	-4.0	0.6	104.0	3.3	0.1
O=C(O)c1cc(-c2ccc3ccccc3c2)nc2ccc(F)cc12	-6.5	104.0	3.4	3.0	-10.2	0.6	107.0	24.1	-1.6
Cc1ccc2nc(-c3ccc(NC(=O)CNC4CC4)cc3)sc2c1	-4.1	99.0	5.1	-2.0	6.3	·	114.0	4.0	·
O=C(NNC(=O)c1ccc(NC(=O)c2ccccc2)cc1)c1ccc(F)cc1	-2.4	105.0	9.1	5.0	-12.8	0.4	104.0	57.8	-0.8
O=C(N/N=C/c1cccnc1)c1cccc(S(=O)(=O)Nc2cccc(Cl)c2)c1	-1.6	101.0	6.9	-4.0	-7.0	-0.3	101.0	24.1	1.4
OC(CNC1CCCC1)COc1ccc(Cl)cc1 (configuration not stated)	-9.0	98.0	-4.8	2.0	11.1	1.4	105.0	8.8	3.5

The listing (from the top)
SMILES	GalR3 antagonist	MEKK3 PB1 HTS	NALP1 yeast inh	MEKK2 mut-MEK5	GPR7 antagonist	V1R ag counter	MEKK2 WT-MEK5	PHOSPHO1 block	OXTR agonist
O=C(Nc1ccc(Cl)cc1)OCc1cn(-c2ccccc2)nn1	-1.3	111.0	3.2	0.0	8.3	1.2	112.0	4.0	0.9
Fc1ccc(COc2ccc(-c3nnco3)cc2)cc1	-4.4	100.0	6.6	7.0	-4.0	0.6	104.0	3.3	0.1
O=C(O)c1cc(-c2ccc3ccccc3c2)nc2ccc(F)cc12	-6.5	104.0	3.4	3.0	-10.2	0.6	107.0	24.1	-1.6
Cc1ccc2nc(-c3ccc(NC(=O)CNC4CC4)cc3)sc2c1	-4.1	99.0	5.1	-2.0	6.3	·	114.0	4.0	·
O=C(NNC(=O)c1ccc(NC(=O)c2ccccc2)cc1)c1ccc(F)cc1	-2.4	105.0	9.1	5.0	-12.8	0.4	104.0	57.8	-0.8
O=C(N/N=C/c1cccnc1)c1cccc(S(=O)(=O)Nc2cccc(Cl)c2)c1	-1.6	101.0	6.9	-4.0	-7.0	-0.3	101.0	24.1	1.4
OC(CNC1CCCC1)COc1ccc(Cl)cc1 (configuration not stated)	-9.0	98.0	-4.8	2.0	11.1	1.4	105.0	8.8	3.5
CC1(OC(=O)c2cccs2)C(=O)C=C2C=C(c3ccc(C#N)cc3)OC=C2C1=O (configuration not stated)	·	97.0	·	-7.0	·	0.8	87.0	·	0.3
CNc1nc(SC)nc2ccsc12	-4.1	98.0	28.7	-1.0	14.6	-0.2	104.0	-10.0	0.4
CC(C)c1ccc(/C=C2\SC(=O)N(CC(=O)NCCCn3ccnc3)C2=O)cc1	-0.6	98.0	-27.6	4.0	-11.2	0.3	114.0	37.5	2.0
CC(=O)N1c2ccccc2Oc2cc3ccccc3cc21	-10.8	108.0	24.0	-1.0	8.8	-0.4	102.0	0.7	-1.7
O=C1c2ccccc2C(=O)N1c1ccc(Cl)cn1	-2.8	102.0	3.4	-1.0	-5.8	-0.4	107.0	-9.0	-0.6
O=[N+]([O-])c1cc([N+](=O)[O-])c2oc(-c3ccccc3)c(Br)c2c1O	·	106.0	16.3	1.0	-17.0	·	100.0	36.0	·
COc1c(Br)cc(C(N)=O)cc1OCc1ccccc1	-7.2	103.0	19.3	2.0	-5.9	-0.2	103.0	14.0	-2.2
COCCOC(=O)c1[nH]c2c(c1C)C(=O)CC(c1ccc(F)cc1)C2 (configuration not stated)	-1.7	75.0	0.9	-14.0	11.3	8.4	82.0	6.4	9.6
Cc1ccc(C)c(OCC(=O)Nc2ccccc2C(=O)N2CCOCC2)c1	1.9	102.0	6.3	6.0	-19.4	-0.8	109.0	47.6	-0.7
Cn1c(=O)c2c(nc(N/N=C/c3cccnc3)n2Cc2ccccc2)n(C)c1=O	-3.1	85.0	24.9	-14.0	-6.7	-1.2	88.0	-8.1	-4.1
Cc1ccc(NC(=O)Cn2c(=O)c3cccn3c3ccccc32)c(Cl)c1	-7.3	98.0	9.1	2.0	6.6	-0.5	92.0	34.4	-0.8
Cc1ccc(C(=O)CSc2nnc(-c3ccco3)o2)o1	-1.8	100.0	9.0	1.0	0.6	-0.1	102.0	-4.6	0.1
CC(C)NC(=O)CSCc1cccc(Br)c1	-9.4	103.0	4.5	1.0	-6.7	0.3	98.0	6.3	-1.7
COc1cccc(NC(=O)CN(C)CC(=O)Nc2ccc(C)cc2Cl)c1	-3.8	113.0	8.6	-2.0	-7.9	-0.4	107.0	42.4	-1.1
COc1cc(CN(C(=O)c2cccs2)C2CCS(=O)(=O)C2)cc(OC)c1OC (configuration not stated)	2.1	99.0	4.3	1.0	-2.7	0.9	99.0	30.2	-0.1
CC1CCc2c(C(=O)NCc3ccccn3)csc2C1 (configuration not stated)	-1.6	97.0	11.0	-2.0	1.3	-0.4	95.0	-44.1	-0.9
CC(=O)c1cnc2c(-c3ccc(Cl)cc3)cnn2c1C	-5.6	91.0	-80.7	-2.0	-10.1	0.3	100.0	11.1	-0.1
O=C(Nc1cnc2ccccn2c1=O)c1ccc(Cl)cc1Cl	-3.6	110.0	12.6	0.0	-9.6	0.2	107.0	-2.1	-0.5
CCOC(=O)/C(=N\Nc1cccc(C(F)(F)F)c1)N(CCOC)CCOC	-5.5	105.0	5.0	5.0	-6.3	-0.8	104.0	49.4	-2.2
CCCCc1nnc(NC(=O)C2CCCO2)s1 (configuration not stated)	-4.1	108.0	9.3	3.0	-21.9	-0.3	108.0	-8.3	-0.3
Cc1ccccc1Cc1c(C)nc2nc(SCC(=O)NCCCN3CCCC3)nn2c1C	-8.1	105.0	17.2	19.0	4.2	-0.8	136.0*	-6.0	-0.7
FC(F)(F)c1cc(Sc2ccccc2)nc(-c2ccccn2)n1	-2.9	106.0	16.2	0.0	-19.1	-1.9	105.0	37.9	-2.3
CCc1nnc(NC(=O)c2sc3nc(C)cc(COC)c3c2N)s1	-2.9	46.0*[inhibitor]	0.2	-17.0	-15.7	0.3	53.0	-10.1	-0.4
CC1CCN(S(=O)(=O)c2ccc(C(=O)Nc3nnc(-c4ccccn4)o3)cc2)CC1	-3.8	102.0	19.3	2.0	-8.3	0.4	104.0	70.9*	-1.1
CC(=O)COc1ccc2c(C)c(C)c(=O)oc2c1	-1.7	107.0	14.0	8.0	-7.2	1.0	104.0	8.3	-0.3
Cc1ccc(/C=C2\SC(=S)N(CCCC(=O)Nc3ccc(O)cc3)C2=O)cc1	-2.1	99.0	31.1	-1.0	-15.8	1.0	96.0	24.0	2.5
CC1CC(C)CN(C(=O)CSc2nnc(CSc3ncccn3)n2C)C1 (configuration not stated)	-2.3	99.0	1.6	-2.0	-0.6	-0.9	98.0	32.5	0.0
OCCOCCNc1ncnc2nc[nH]c12	4.6	106.0	·	15.0	0.9	1.0	109.0	-7.3	0.5
COc1cccc(N(C(=O)Cn2nnc(-c3ccc(C)o3)n2)C(C(=O)NC(C)(C)C)c2cccs2)c1 (configuration not stated)	-1.0	96.0	10.1	-3.0	-8.6	0.5	98.0	0.5	0.1
CCCC(C)C(=O)Nc1ccc2c(c1)OCCO2 (configuration not stated)	-2.9	99.0	6.9	2.0	-4.5	-0.1	100.0	14.4	1.3
CC[C@@H](C)[C@H](NC(=O)OC(C)(C)C)c1nnc(S(=O)(=O)Cc2cc(C)ccc2C)o1	-5.0	100.0	-4.4	2.0	24.1*	0.3	100.0	-0.2	-0.8
CCO[C@H]1OC(C(=O)N2CCN(Cc3ccc4c(c3)OCO4)CC2)=C[C@@H](C2CCCCC2)[C@@H]1CCCO	-6.4	99.0	-11.0	2.0	-10.2	-1.4	104.0	31.7	-1.6
CCN(CC(=O)N1CCN(Cc2ccccc2)CC1)S(=O)(=O)c1ccc(C)cc1	-2.5	106.0	7.2	9.0	-8.6	4.7	105.0	1.0	3.0
COc1cc(CC(=O)N/N=C/c2ccc([N+](=O)[O-])cc2)c([N+](=O)[O-])cc1OC	-2.7	101.0	3.9	14.0	-5.5	1.9	104.0	-2.9	-1.1
CCc1ccccc1N1CC23C=CC(O2)C(C(=O)O)C3C1=O (configuration not stated)	-0.3	99.0	34.4	-2.0	-4.4	0.5	99.0	10.1	1.1
COC(=O)c1cc(OC)c(OC)c(OC)c1[N+](=O)[O-]	-5.7	88.0	·	-19.0	-3.8	-0.4	90.0	48.3	-2.1
CCCC1(C)Nc2ccccc2-c2nc3ccccc3n21 (configuration not stated)	-4.8	88.0	13.0	-3.0	-1.5	-0.3	92.0	15.0	-1.0
Cc1cc(C(F)(F)F)c2c(N)c(C(=O)Nc3cc(C)on3)sc2n1	-3.1	99.0	-7.5	0.0	-3.8	0.6	98.0	40.9	1.4
O=C(CCN1C(=O)C2C3C=CC(C4CC34)C2C1=O)OCC(=O)c1ccccc1 (configuration not stated)	-1.5	100.0	17.0	-2.0	-4.6	2.7	99.0	47.5	1.5
CCc1ccc2c(c1)C(c1cccs1)=NNC(c1cccnc1)=N2	-0.7	104.0	2.9	1.0	-2.1	-0.5	96.0	20.6	-2.2
Cc1nn(C)cc1C(C)NCc1c(C(=O)N2CCCCCCC2)nc2ccc(Cl)cn12 (configuration not stated)	-4.7	99.0	8.5	-4.0	1.4	1.6	94.0	32.5	0.1
CN1CCN(CCCCOc2ccc(F)cc2)CC1	0.0	100.0	-4.8	0.0	0.1	1.8	104.0	3.9	1.1
CCOc1ccc(NC(=O)Cn2nc(-c3ccccc3Cl)n(CC)c2=S)cc1	-4.5	95.0	14.7	7.0	-6.2	0.1	98.0	3.8	-1.0
Cc1cc(C)n2nc(-c3cccnc3)nc2n1	-0.4	101.0	26.1	-4.0	-7.5	0.4	101.0	10.9	-0.1
CC(C)CNc1nc(Oc2ccc(=O)n(-c3ccccc3)n2)nc(N2CCOCC2)n1	-4.6	103.0	-15.5	3.0	-11.6	-0.8	103.0	2.3	-0.4
C=CCn1ccc2c([N+](=O)[O-])cccc2c1=O	-3.5	106.0	1.6	-3.0	-8.9	1.2	102.0	24.5	-0.9
O=C(CN1CCC2(CC1)OCCO2)c1ccc2cc[nH]c2c1	-4.1	100.0	31.7	5.0	-1.0	1.4	105.0	-7.7	2.2

Entries above containing a tert-butyl group, in the order listed:
SMILES	GalR3 antagonist	MEKK3 PB1 HTS	NALP1 yeast inh	MEKK2 mut-MEK5	GPR7 antagonist	V1R ag counter	MEKK2 WT-MEK5	PHOSPHO1 block	OXTR agonist
COc1cccc(N(C(=O)Cn2nnc(-c3ccc(C)o3)n2)C(C(=O)NC(C)(C)C)c2cccs2)c1 (configuration not stated)	-1.0	96.0	10.1	-3.0	-8.6	0.5	98.0	0.5	0.1
CC[C@@H](C)[C@H](NC(=O)OC(C)(C)C)c1nnc(S(=O)(=O)Cc2cc(C)ccc2C)o1	-5.0	100.0	-4.4	2.0	24.1*	0.3	100.0	-0.2	-0.8
